Screening data from PubChem BioAssay.
MCF10A rereplic – induces DNA re-replication in MCF 10a normal breast cells | MCF 10A DNA re-replication, Hoechst nuclear intensity, 48 h | Potency, µM (doses to about 46.1 µM), for the others: at the highest dose activity, positive = re-replication, actives largely listed as activators | actives 2.9% (n = 350,000) | AID 624296; further: potency means the concentration at half of the fitted maximal effect; % of control where 0% means no effect; nearly all actives have a fitted effect of over 50% in size
Nrf2 block – blocks Nrf2 signaling | A549 ARE-Fluc reporter, luciferase luminescence, 18-24 h | Potency, µM (series often up to 46 µM), inactives show at the top dose activity change, negative = inhibition, usual class: inhibitors | actives 2.1% (n = 360,000); further: potency means the concentration at half of the fitted maximal effect; on the % scale 0 is the no-effect control and ±100 the full control effect; nearly all actives have a fitted effect of over 60% in size
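Two sequential reads on A549 ARE_Fluc cells exposed to compound for 18-24 h: a CellTiter-Fluor fluorescence read for viability, then a luciferase luminescence read for Nrf2/ARE activity.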
ATXN2 expr inh – ATXN2 expression inhibition; HEK-293 ATXN2-luciferase reporter, luminescence, 24 h; Potency, µM (highest dose often 57 µM), without a hit: at the highest dose activity change, negative = inhibition, usual class: inhibitors; actives 0.72% (n = 360,000); AID 1745845; further: potency means the concentration at half of the fitted maximal effect; on the % scale 0 is the no-effect control and ±100 the full control effect; nearly all actives have a fitted effect of over 55% in size
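ATXN2-luciferase reporter cells (luciferase flanked by upstream and downstream ATXN2 gene portions) were treated 24 h at 37 °C with compounds at up to 57 uM. SteadyGlo luminescence gave expression; GF-AFC fluorescence gave viability.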
A549 viability – counter-screen for Nrf2 inhibitors: cytotoxicity in A549 cells. A549 ARE-Fluc cells, CellTiter-Fluor viability, 18-24 h. Potency, µM (highest dose often 46 µM), for inactives: top-dose activity change, negative = cytotoxicity, usual class: inhibitors. actives 0.16% (n = 390,000); further: potency means the concentration at half of the fitted maximal effect; on the % scale 0 is the no-effect control and ±100 the full control effect
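A549 ARE-Fluc cells in 5% FBS OPTI-MEM, 5000 cells/well, rested 2 h then exposed to compounds in concentration-response for 18-24 h at 37 °C. Viability by CellTiter-Fluor fluorescence (Ex 405/Em 525) after 30 min; luciferase luminescence (BugLite, 15 min, RT) read afterwards.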
IL-1B inflam inh – inhibitors of inflammasome signaling (IL-1 beta secretion); THP-1 LPS/ATP IL-1B secretion, AlphaLISA, 16 h; hits give low values; activity change, % at 57.5 µM; actives 4.7% (n = 360,000); in the data active means activity change below about -50%; inconclusive means mostly about -30% to -49%; further: on the % scale 0 is the no-effect control and ±100 the full control effect
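Secreted IL-1B measured by AlphaLISA bead assay after 16 h compound exposure of THP-1 cells; compounds (final up to 57.5 uM) added 1 h before LPS (250 ng/mL) and ATP (1.25 mM) stimulation; lower signal means less secretion.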
Nrf2 activator – activates Nrf2 signaling | AID 624171 | AREc32 ARE-luciferase reporter (MCF7-derived line), luminescence, 24 h | actives 0.31% (n = 410,000) | Potency, µM (highest dose often 46.1 µM), inactives show top-dose activation, actives largely listed as activators; further: potency means the concentration at half of the fitted maximal effect; % of control where 0% means no effect; nearly all actives have a fitted effect of over 65% in size
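Quantitative high-throughput format: AREc32 reporter cells, 1000 per well, received compound by pin transfer and were incubated 24 hr at 37 deg C, 5% CO2, before Steady-Glo luminescence detection.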
HepG2 tox – counter-screen for TGF-b inhibitors: cytotoxicity in HepG2 cells | Potency, µM (highest dose often 46.1 µM), inactives show at the top dose activity change, negative = cytotoxicity, actives largely listed as cytotoxic | actives 0.76% (n = 410,000) | HepG2 CAGA-GFP viability, ATP luminescence, 18 h | AID 588856; further: potency means the concentration at half of the fitted maximal effect; some results filed as inactive show a strong effect at the top dose
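CellTiter-Glo luminescence gave cytotoxicity after 18 hours at 37 degrees C. The cells were HepG2 CAGA-GFP in 1% FBS DMEM, stimulated with 500 pg/mL TGF-beta after compound addition. %Activity was normalised to no-cell wells (complete cell-killing) and DMSO (no toxicity), and curves were fitted and classified.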
TGFb inhibitor – inhibitors of TGF-b signaling; HepG2 CAGA-GFP TGF-b/SMAD3 reporter, GFP fluorescence, 18 h; TGF-beta stimulated, 500 pg/mL final; Potency, µM (highest dose often 46.1 µM), without a hit: at the highest dose activity, negative = inhibition, usual class: inhibitors; actives 1.2% (n = 410,000); AID 588855; further: potency means the concentration at half of the fitted maximal effect; on the % scale 0 is the no-effect control and ±100 the full control effect; nearly all actives have a fitted effect of over 65% in size
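Read-out: total well GFP (ex488/em500-530) summed from mean per-cell fluorescence. Cells: HEPG2 CAGA-GFP, 1% FBS DMEM, 18 h at 37 degrees C with 500 pg/mL final TGF-beta. Unstimulated wells served as the full-inhibition control; stimulated DMSO wells = 0%.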
S2 tox – viability counter-screen for ATXN expression inhibitors. S2 cells (HEK-293 line with an ATXN2-luciferase reporter) viability, CellTiter-Fluor protease fluorescence, 24 h. Potency, µM (series often up to 56.7 µM), actives largely listed as cytotoxic. actives 0.49% (n = 400,000); further: potency means the concentration at half of the fitted maximal effect; nearly all actives have a fitted effect of over 40% in size
* = called active by the depositor; i = inactive; ? = inconclusive; nt = not tested or not shown; [ ] = remark or other dose. Unless noted, the call rests on the fitted dose curve; in most records, active means well fitted curve in the direction sought with a large enough effect; inconclusive means small, poorly fitted or top-dose-only effect, or another doubt; inactive means no such curve, though single readings can be large; an effect the other way counts as inactive or inconclusive. The order is random. About 8.8% of those tested had a hit in this group.

SMILES	MCF10A rereplic	Nrf2 block	ATXN2 expr inh	A549 viability	IL-1B inflam inh	Nrf2 activator	HepG2 tox	TGFb inhibitor	S2 tox
Cc1cc(C(=O)NCc2ccccc2F)c2ccccc2n1	-38.3%[inhibitor]	4.3%	2.9%	3.1%	-5.4	0.1%	-3.9%	11.5%	i
CCOC(=O)C1CCN(C(=O)COC(=O)CSc2ccc(C(N)=O)cc2[N+](=O)[O-])CC1	-2.4%	17.3%	2.3%	8.5%	i	-0.5%	18.1%	0.5%	i
COc1ccc(N(C)S(=O)(=O)c2cccc(C(=O)N3CCN(c4cccc(C)c4C)CC3)c2)cc1	12.1%	?	-36.7%	?	?	0.0%	-2.8%	-1.6%	?
O=C(NCc1ccccc1)c1cc(=O)[nH]c2ccccc12	-1.6%	6.7%	1.8%	2.1%	-20.2	-0.3%	-10.8%	-11.2%	i
O=C1/C(=C/c2cccs2)N=C(c2cccs2)N1Nc1ccccc1	0.7%	?	-10.4%	?	-70.4*	0.3%	-60.4%	?	i
COCCCNC(NC(=O)c1ccc(OC)cc1)C(Cl)(Cl)Cl (stereo not given)	1.8%	-26.2%	4.1%	-4.3%	26.2	-0.8%	3.5%	-0.9%	i
Cc1ccc(-c2nc(NCC3CCCO3)sc2C)cc1 (stereo not given)	10.0%	?	36.3%	4.5%	-3.2	5.8%	-1.7%	-8.8%	i
COCCNc1nnc(SCC(=O)Nc2nnc(-c3ccccc3)o2)s1	1.9%	9.9%	-5.0%	-3.0%	10.2	-0.6%	-1.0%	-18.0%	?
COc1ccc(NC(=O)CCNC(=O)c2ccc([N+](=O)[O-])cc2)cc1S(=O)(=O)N1CCCCC1	3.9%	?	-7.6%	9.3%	-19.8	-0.4%	-15.2%	-23.2%	i
CCOc1ccc(NC(=O)c2ccco2)c([N+](=O)[O-])c1	23.1%	?	79.3%[activator]	-2.2%	-6.8	8.2%	-16.2%	0.7%	i
NC(=O)C1CCCN(C(=O)c2cccc(S(=O)(=O)N(Cc3ccccc3)c3ccccc3)c2)C1 (stereo not given)	0.9%	-5.5%	-5.7%	-6.2%	-1.5	-0.7%	-3.7%	-4.1%	?
O=C(COC(=O)c1ccc(O)cc1)Nc1ccc2c(c1)OCO2	-0.4%	8.3%	6.1%	-2.3%	5.9	2.6%	0.5%	5.1%	i
CCOc1ncccc1C(=O)OCc1ccc([N+](=O)[O-])cc1	7.6%[9.22 µM]	11.5%	?	-2.4%	6.1	3.4%	-15.7%	-20.8%	i
CC1CCCN(S(=O)(=O)c2ccc(NC(=O)CN3C(=O)NC(C)(c4ccccc4)C3=O)cc2)C1 (stereo not given)	0.3%	-24.0%	7.0%	-1.6%	-51.9*	0.6%	-27.9%	0.0%	i
COc1cc2[nH]c(=O)n(Cc3ccc(C(=O)NCCCN4CCN(C)CC4)cc3)c(=O)c2cc1OC	10.5%	10.6%	5.6%	-6.2%	-9.1	-0.2%	3.2%	-10.9%	i
COc1ccc(-n2ccnc(NCc3ccc(Cl)cc3)c2=O)cc1	nt	?	-22.5%	4.8%	nt	4.9%	-28.8%	?	i
COc1ccc(NC(=O)COC(=O)c2ccc(N3CCCC3=O)cc2)cc1	2.0%	8.6%	6.8%	2.2%	-13.8	0.6%	11.3%	3.6%	i
Cc1cc(-c2csc(N)n2)c(C)n1Cc1ccco1	-8.8%	12.7%	nt	-1.7%	12.3	3.4%	-19.7%	-6.8%	i
Cc1ccc(S(=O)(=O)N(C)CC(=O)N2CCc3ccccc32)cc1	6.2%	15.4%	-0.1%	-13.5%	-22.6	-0.3%	6.8%	0.0%	i
CCOC(=O)c1ccc(NC(=O)NCc2ccccn2)cc1	5.9%	-17.9%	6.1%	5.6%	-22.9	0.3%	0.4%	-2.5%	i
CC(C)(C)C1(O)CC(C(F)(F)F)=NN1C(=O)CCCc1ccccc1 (stereo not given)	-11.0%	-2.6%	-10.9%	1.0%	35.8	0.0%	2.2%	6.2%	i
CCOC(=O)c1cnn(-c2nc(CC)nc3sc4c(c23)CCC4)c1N	-4.9%	-10.5%	-22.4%	-1.3%	10.6	0.1%	-41.7%	-27.8%	i
COc1ccc(N2CCN(C(CNS(C)(=O)=O)c3ccco3)CC2)cc1 (stereo not given)	?	8.9%	6.9%	3.0%	7.2	-1.2%	1.2%	-7.4%	i
O=C(CSc1ccccc1F)NC(=O)NCc1ccco1	?	-11.4%	1.6%	4.5%	?	6.8%	-1.2%	16.1%	i
O=C(N/N=C/c1cn[nH]c1-c1ccccc1)c1ccco1	0.9%	5.6%	39.4%[activator]	0.3%	14.2	8.91µM*	-2.7%	-2.9%	i

A portion of the results above, for reference:
SMILES	MCF10A rereplic	Nrf2 block	ATXN2 expr inh	A549 viability	IL-1B inflam inh	Nrf2 activator	HepG2 tox	TGFb inhibitor	S2 tox
O=C(CSc1ccccc1F)NC(=O)NCc1ccco1	?	-11.4%	1.6%	4.5%	?	6.8%	-1.2%	16.1%	i
O=C(N/N=C/c1cn[nH]c1-c1ccccc1)c1ccco1	0.9%	5.6%	39.4%[activator]	0.3%	14.2	8.91µM*	-2.7%	-2.9%	i

(more compounds)
SMILES	MCF10A rereplic	Nrf2 block	ATXN2 expr inh	A549 viability	IL-1B inflam inh	Nrf2 activator	HepG2 tox	TGFb inhibitor	S2 tox
Cc1ccc(/C=C/C(=O)c2ccc(O)cc2)cc1	?	1.2%	61.6%[activator]	-0.6%	-99.7*	?	-25.1%	?	i
Cc1c(NC(=O)CCN2C(=O)c3ccccc3C2=O)c(=O)n(-c2ccccc2)n1C	-6.6%	3.6%	1.0%	-7.1%	-3.2	-0.2%	-0.5%	-2.3%	i
COC(=O)c1scc(C)c1NC(=O)/C=C/C(=O)O	-2.9%	21.0%	39.5%[activator]	-6.6%	6.8	0.0%	11.0%	-3.5%	i
CCCCNC(=S)NNC(=O)c1cc(-c2ccncc2)nc2ccccc12	1.8%	-10.3%	2.5%	3.5%	10.4	0.0%	-21.4%	-12.7%	i
CCn1cc(C(=O)NCCCN2CC(C)CC(C)C2)c(=O)c2cc(S(=O)(=O)N(C)C3CCCCC3)ccc21 (stereo not given)	-1.4%	nt	nt	0.0%	-10.4	-0.9%	-29.1%	?	i
CC(C)c1nnc(NC(=O)CCC(=O)N2CCN(C3CCCCC3)CC2)s1	?	6.4%	5.0%	-5.2%	33.0	-0.5%	-4.8%	12.0%	i
CCCCN1CC(=O)N2[C@H](c3ccc(Cl)cc3)[C@@H]3C(=O)N(CC)C(=O)[C@@H]3[C@]2(Cc2ccccc2)C1=O	2.1%	13.8%	-16.0%	3.4%	-7.4	0.7%	1.6%	0.1%	i
O=C(N/N=C/c1cccnc1)c1cc(-c2ccccc2)nc2ccccc12	15.3%	-15.3%	11.9%	0.6%	-6.4	2.7%	-51.7%	0.0%	i
COc1ccc(OCC(=O)Nc2cccc(C(C)=O)c2)cc1	-0.3%	4.8%	3.7%	0.0%	-3.1	0.0%	-8.1%	24.8%	i
Cc1ccccc1NC(=O)N1CCC(CN2CCCC2)CC1	nt	?	nt	1.4%	nt	0.3%	-2.1%	0.3%	nt
COc1ccc(CNc2oc(-c3ccc(COc4ccc(OC)cc4)o3)nc2C#N)cc1	nt	?	-19.2%	-11.0%	nt	3.9%	-11.7%	-22.5%	i
NC(=O)CCCn1c(C(=O)c2cc(Cl)c(N)c(Cl)c2)c2ccc(C(F)(F)F)cc2[n+]1[O-]	1.5%	?	8.5%	-18.8%	-16.1	5.6%	-3.3%	-22.3%	?
CC(=O)Nc1ccc(C(=O)N2CCCC(c3cc(C(=O)Nc4ccccc4Cl)no3)C2)cc1 (stereo not given)	nt	nt	-22.8%	nt	-2.3	4.0%	-21.4%	-0.9%	i
COc1ccc(NC(=O)c2cc(C)on2)cc1OC	0.4%	21.4%	?	0.0%[1.84 µM]	-2.5	-0.3%	-6.2%	18.6%	?
COC(=O)c1ccc(NC(=O)Cc2ccc(C)cc2)cc1	-3.7%	-15.7%	10.3%	-11.8%	-7.9	0.1%	-24.2%	-4.9%	i
Cc1ccccc1NC(=O)COC(=O)C1C2CC3OC(=O)C1C3C2 (stereo not given)	-1.5%	13.1%	-7.7%	-3.8%	12.8	-0.6%	0.1%	-5.6%	i
O=C(CC1SC(=O)NC1=O)Oc1ccc(/C=N/NC(=O)c2ccccc2O)cc1 (stereo not given)	-2.4%	-1.7%	nt	1.5%	7.1	0.4%	-9.9%	-6.1%	?
CC1(C(=O)NS(=O)(=O)Cc2ccccc2C(F)(F)F)CCN1C(=O)c1ccccc1 (stereo not given)	nt	nt	5.9%	nt	25.7	0.1%	1.1%	9.4%	i
Cc1cc(C(=O)COC(=O)c2ccc(F)cc2)c(C)n1C	-0.2%	33.3%	1.4%	-6.5%	-0.9	-0.7%	0.5%	-3.8%	i
CCOc1cccc(C2c3[nH]c4ccccc4c3CCN2C(=O)CCc2ccccc2)c1 (stereo not given)	nt	nt	nt	-13.4%	nt	1.2%	-16.6%	?	nt
CCOc1ccccc1NC(=O)C1=C(C)Nc2ncnn2C1c1ccc(C)o1 (stereo not given)	nt	nt	2.7%	0.3%	nt	3.8%	-17.0%	1.6%	i
CN1C(=O)OC(C)(CCc2ccccc2)C1(C)O (stereo not given)	-1.6%	-5.1%	1.5%	-2.9%	17.3	-0.6%	-0.2%	18.5%	i
COc1cc(NC(=O)c2ccccc2Cl)ccc1NC(=O)c1ccco1	12.8%	4.0%	45.3%[activator]	-1.5%	?	0.3%	3.3%	-7.3%	i
CC(=O)c1cccc(NC(=O)c2ccc3nc(Cc4ccccc4)oc3c2)c1	nt	nt	?	-0.5%	nt	7.5%	-34.7%	?	?
